Assay outcomes: PubChem BioAssay, The Scripps Research Institute Molecular Screening Center
ARFGAP1 inh: inhibitors of rat ARFGAP1 GAP activity, primary screen, biochemical, fluorescence polarization, GDP tracer; Arfgap1-stimulated ARF1 GTP hydrolysis, GDP FP detection; inhibition, % at 16.5 µM; ADP-ribosylation factor GTPase-activating protein 1 (Rattus norvegicus), Q62848; 360,000 tested, 0.26% active;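 active = inhibition above a per-plate limit, mean inhibition of low control wells plus 3 SD, cut at about 25% in these data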;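 note: 0% = DMSO wells with enzyme and 100% = wells lacking Arfgap1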
Target sequence (Q62848 1-136 limits assumed): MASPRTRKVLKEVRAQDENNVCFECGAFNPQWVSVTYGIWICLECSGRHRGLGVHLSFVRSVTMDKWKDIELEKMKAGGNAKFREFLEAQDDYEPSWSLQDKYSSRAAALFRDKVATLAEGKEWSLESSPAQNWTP
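Repeats: one replicate per compound; assay system: rat Arfgap1 catalytic domain, aa 1-136; times: enzyme reaction 120 min at 25 °C after 20 min preincubation; detection: FP of antibody-bound GDP Alexa 633 tracer, ex 620/em 688 nm; benchmarks: high control wells lacking Arfgap1, low control full reaction with DMSO; reagent: human ARF1(Δ1-17)-GTP substrate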
ADAM10 inh: human ADAM10 inhibitors, primary screen, biochemical, QFRET, HTS | recombinant ADAM10, EDANS/DABCYL FRET peptide cleavage, 3 h | inhibition, % at 7 µM | 370,000 tested, 0.62% active;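 active = inhibition above a per-campaign cutoff equal to the mean of compounds falling between control-based bounds plus 3 SD, cut at about 20% in these data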;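 note: 0% = DMSO wells while the 100% control is not disclosed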
PLC-beta3 inh: human PLC-beta3 inhibitors, primary screen, biochemical, fluorescence; AID 720704, 2013; 1-phosphatidylinositol 4,5-bisphosphate phosphodiesterase beta-3 (Homo sapiens), Q01970; Purified PLC-beta3, fluorogenic substrate; inhibition, % at 12.2 µM; 370,000 tested, 0.18% active; in the data active = inhibition above about 11%;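 note: 0% = median of compound wells on plate and 100% = full blocker control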
ADAM17 inh: ADAM17 inhibitors, primary screen, biochemical, QFRET; Disintegrin and metalloproteinase domain-containing protein 17 (Homo sapiens), P78536; recombinant ADAM17, EDANS/DABCYL FRET peptide cleavage; inhibition, % at 6.95 µM; 370,000 tested, 0.83% active;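 active = inhibition above the mean of compounds lying between control limits plus 3 SD, set per campaign, cut at about 8.5% in these data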;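 note: 0% = DMSO-only wells as the low control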
Target sequence (P78536 215-824 limits assumed): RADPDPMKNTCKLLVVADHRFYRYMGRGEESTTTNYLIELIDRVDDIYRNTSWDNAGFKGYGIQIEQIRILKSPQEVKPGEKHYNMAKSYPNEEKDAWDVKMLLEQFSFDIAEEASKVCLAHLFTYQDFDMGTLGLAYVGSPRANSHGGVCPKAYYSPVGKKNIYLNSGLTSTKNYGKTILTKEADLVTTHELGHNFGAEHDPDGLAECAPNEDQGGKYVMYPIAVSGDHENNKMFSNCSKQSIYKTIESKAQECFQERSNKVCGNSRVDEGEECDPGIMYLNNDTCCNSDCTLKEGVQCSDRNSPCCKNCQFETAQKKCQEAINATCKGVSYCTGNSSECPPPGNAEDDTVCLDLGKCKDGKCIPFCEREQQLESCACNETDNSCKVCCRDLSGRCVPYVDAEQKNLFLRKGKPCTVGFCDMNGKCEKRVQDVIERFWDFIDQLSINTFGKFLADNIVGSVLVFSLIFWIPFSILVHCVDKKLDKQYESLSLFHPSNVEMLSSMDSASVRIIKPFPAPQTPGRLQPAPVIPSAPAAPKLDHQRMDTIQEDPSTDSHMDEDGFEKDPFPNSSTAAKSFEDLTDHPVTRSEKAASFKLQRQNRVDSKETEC
Tn7 DDE FP: inhibitors of Tn7 peptide binding to fibrin DD(E), primary screen, biochemical, fluorescence polarization, human fibrin, Tn7 probe | Fibrinogen beta chain (Homo sapiens), P02675 | FP displacement of FITC-Tn7 peptide from fibrin DD(E); 0% = median of compound wells per plate | inhibition, % at 8.3 µM | 370,000 tested, 0.13% active;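 active = inhibition above the mean of compounds falling within the control limits plus 3 SD of them, cut at about 14% in these data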;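 note: 0% = plate median of compound wells and 100% = 10 µM Aha-Tn7 peptide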
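Test system: human clot-derived fibrin DD(E) complex / Quantity: 2 µM final DD(E) protein / Incubation: 10 min plus 3 h, room temperature / Measured by: fluorescence polarization / Benchmarks: high control of 10 µM Aha-Tn7 peptide / Replicates: singlicate testing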
Tn6 DDE FP: inhibitors of Tn6 peptide binding to fibrin DD(E), primary screen, biochemical, fluorescence polarization, human fibrin, Tn6 probe; Fibrinogen beta chain (Homo sapiens), P02675; Fibrin DD(E) TRITC-Tn6 fluorescence polarization displacement; inhibition, % at 8.3 µM; 370,000 tested, 0.21% active;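 active = inhibition above a per-campaign cutoff: mean of compounds within control limits plus 3 SD, cut at about 15% in these data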;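 note: 0% = median of all compound wells on the plate and 100% = blocking peptide control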
TDP2 absorb: human TDP2 enzyme inhibitors, primary screen, biochemical, epi absorbance, recombinant enzyme. AID 720702, 2013. inhibition, % at 12.8 µM. T5PNP hydrolysis, p-nitrophenol absorbance 415 nm. 370,000 tested, 0.34% active;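 active = inhibition above the mean of all tested compounds plus 3 SD, set per campaign, cut at about 25% in these data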;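 note: 0% = DMSO with enzyme and 100% = buffer with substrate but no TDP2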
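Evaluation: % inhibition relative to enzyme-containing and enzyme-free wells. Material: recombinant human TDP2. Benchmarks: enzyme-free and DMSO wells. Timing: enzyme reaction with compound for 2 h at 37 °C. Compound dosing: 12.8 µM only. Measured by: p-Nitrophenol epi absorbance. Reagent: T5PNP substrate at 5 mM, a TopII-DNA adduct mimic. Replication: single well per compound.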
ASAP1 inh: inhibitors of human ASAP1 ArfGAP activity, primary screen, biochemical, fluorescence polarization; Arf-GAP with SH3 domain, ANK repeat and PH domain-containing protein 1 (Homo sapiens), …; inhibition, % at 16.5 µM; 360,000 tested, 0.19% active; ASAP1-stimulated ARF1 GTP hydrolysis, GDP FP detection; in the data active = inhibition above about 25%;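 note: 0% = vehicle with enzyme and substrate and 100% = no enzyme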
PLCg1 inh: PLC-gamma1 enzyme inhibitors, primary screen, biochemical, fluorescence, purified enzyme; 1-phosphatidylinositol 4,5-bisphosphate phosphodiesterase gamma-1 (Homo sapiens), P19174; fluorogenic substrate; inhibition, % at 12.2 µM; 370,000 tested, 0.84% active; in the data active = inhibition above about 9.5%
SIAE inh: human SIAE inhibitors, primary screen, biochemical, fluorescence polarization, FP-Rh probe, 1536-well HTS; Sialate O-acetylesterase (Homo sapiens), Q9HAT2; SIAE FP-Rh probe binding; inhibition, % at 9.66 µM; 370,000 tested, 0.69% active;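 active = inhibition above a cutoff: mean of compounds within the control limits plus 3 SD of those, cut at about 17% in these data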;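 note: 0% = plate median of compound wells and 100% = probe without SIAE protein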
* marks the source's active call; other numbers are inactive results; i = inactive; x = no result given.

SMILES	ARFGAP1 inh	ADAM10 inh	PLC-beta3 inh	ADAM17 inh	Tn7 DDE FP	Tn6 DDE FP	TDP2 absorb	ASAP1 inh	PLCg1 inh	SIAE inh
O=C(c1ccccc1)C(Sc1ncn[nH]1)c1ccccc1 (stereo not given)	-12	0	1	-2	3	-6	9	1	-1	9
Cc1cccc(NC(=O)CSc2cccc[n+]2[O-])c1C	7	0	1	-3	-3	4	0	5	2	-3
Cc1cc(C)n(-c2nc(C(=O)O)cs2)n1	-11	1	-1	-1	0	-3	8	-1	0	0
Cc1ccc(Sc2ncccc2C(=O)O)c(C)c1	9	-5	-1	3	0	6	-4	-17	2	4
CCOc1ccc(NC(=O)N2CCN(CC)CC2)cc1	2	0	5	-3	-2	0	0	21	-2	2
NC(=O)CC[C@H](NC(=O)c1ccc(F)cc1)C(=O)OCC(=O)Nc1ccc(N2CCOCC2)cc1	-11	4	0	-5	5	-5	11	5	2	1
O=C(Nc1cccc(C(F)(F)F)c1)C1CCCN1S(=O)(=O)c1cccc2cccnc12 (stereo not given)	-4	8	3	0	0	-2	11	5	3	-6
CCCC(=O)Nc1ccc(-c2csc(N/N=C\c3ccncc3)n2)cc1	3	-1	-41	-3	-4	-5	-1	-12	-31	17
O=C(O)CC(CCc1ccccc1)OC1OC(CO)C(O)C(O)C1O (stereo not given)	9	-22	3	-8	1	-2	5	0	5	-17
CSc1nc(C)[nH]c(=O)c1C#N	11	-2	-10	3	-6	2	-4	5	1	-3
Cc1cc(C(=O)N/N=C/c2cn[nH]c2-c2ccccc2)cs1	9	-1	-4	0	2	-7	5	-14	-3	3
COCCNC(=O)CSCc1nc(-c2ccc(SC)cc2)oc1C	-9	-33	-13	-10	3	0	2	-8	-12	-1

Compound profiles, from the list above:
`Cc1ccc(Sc2ncccc2C(=O)O)c(C)c1` across the screens: ARFGAP1 inh: 9; ADAM10 inh: -5; PLC-beta3 inh: -1; ADAM17 inh: 3; Tn7 DDE FP: 0; Tn6 DDE FP: 6; TDP2 absorb: -4; ASAP1 inh: -17; PLCg1 inh: 2; SIAE inh: 4
`Cc1cc(C)n(-c2nc(C(=O)O)cs2)n1` across the screens: ARFGAP1 inh: -11; ADAM10 inh: 1; PLC-beta3 inh: -1; ADAM17 inh: -1; Tn7 DDE FP: 0; Tn6 DDE FP: -3; TDP2 absorb: 8; ASAP1 inh: -1; PLCg1 inh: 0; SIAE inh: 0

(further entries)
SMILES	ARFGAP1 inh	ADAM10 inh	PLC-beta3 inh	ADAM17 inh	Tn7 DDE FP	Tn6 DDE FP	TDP2 absorb	ASAP1 inh	PLCg1 inh	SIAE inh
O=C(N/N=C/c1ccc(C(=O)O)cc1)C1=NNC(c2ccccc2)(c2ccccc2)C1	3	5	4	1	-3	-1	-10	3	4	-2
CCC(C)C(CO)NCCCn1ccc(NC(=O)OCc2ccccc2)nc1=O (stereo not given)	14	0	4	0	-5	-2	-7	18	3	-1
CCOc1ccc(OCCN2C(=O)NC3(CCCc4ccccc43)C2=O)cc1 (stereo not given)	7	-1	1	-2	3	2	5	4	0	2
Cc1cc(OCC(=O)NC(Cc2ccc(Cl)cc2)C(=O)O)c2c(C)c(C)c(=O)oc2c1 (stereo not given)	12	i	-176	-142	10	6	1	-3	-135	-8
COc1ccc(C(=O)CCN2CCc3cc(OC)c(OC)cc3C2)cc1	4	-7	-20	-1	-3	0	-2	7	-10	7
Cc1cc(N2CCC(C(N)=O)CC2)nc(-c2ccccc2)n1	12	2	2	-6	12	-7	-6	-11	5	-10
O=C(CSc1nnnn1-c1ccc(Cl)cc1)NNC(=O)c1ccc([N+](=O)[O-])cc1	2	3	1	1	-1	-11	-1	-2	3	-3
O=C(CCNC(=O)c1ccc(Br)cc1)Nc1cccc(S(=O)(=O)N2CCCCCC2)c1	12	-1	-12	0	4	-4	-2	-1	6	-13
O=C(Nc1ccn(Cc2ccccc2F)n1)c1ccc(COc2ccccc2Cl)cc1	17	19	-2	13*	1	-2	-11	7	3	-48
CC(C)C[C@H]1COc2cc(Br)ccc2S(=O)(=O)N1Cc1cn(Cc2ccc(C(F)(F)F)cc2)nn1	x	-3	0	-3	-4	-5	5	x	-2	5
CN(C)/N=C/c1ccc(OC(=O)c2cccc([N+](=O)[O-])c2)cc1	9	-4	-7	-1	-5	-2	9	-3	1	-1
CCCCN(C)C(=O)c1nc2ccccn2c1CN1CCSCC1	3	3	-9	-4	0	-12	10	-4	5	-3

Given with two lines to a compound: entries from further up
Results follow in this order: ARFGAP1 inh, ADAM10 inh, PLC-beta3 inh, ADAM17 inh, Tn7 DDE FP, Tn6 DDE FP, TDP2 absorb, ASAP1 inh, PLCg1 inh, SIAE inh
CN(C)/N=C/c1ccc(OC(=O)c2cccc([N+](=O)[O-])c2)cc1
    9, -4, -7, -1, -5, -2, 9, -3, 1, -1
CCCCN(C)C(=O)c1nc2ccccn2c1CN1CCSCC1
    3, 3, -9, -4, 0, -12, 10, -4, 5, -3

New compounds follow
SMILES	ARFGAP1 inh	ADAM10 inh	PLC-beta3 inh	ADAM17 inh	Tn7 DDE FP	Tn6 DDE FP	TDP2 absorb	ASAP1 inh	PLCg1 inh	SIAE inh
CSC1=C(C#N)C(c2sccc2C)CC(=O)N1 (stereo not given)	-1	-9	-2	-1	5	-5	-4	1	1	-11
O=C(O)c1cccc(Oc2ccccc2[N+](=O)[O-])c1	1	9	6	-1	-1	1	-4	-5	4	1
Cc1nc2ncnn2c(C)c1CCC(=O)NCc1ccccc1	-18	-13	-1	-5	-5	-6	8	-6	-2	3
CC(=O)CSc1nc(-c2cccs2)c(C#N)c(=O)[nH]1	16	4	-19	-5	0	-5	-1	20	-14	-8
CSCCC1C(=O)OC2(C)CC(C)(C)NC(=S)N12 (stereo not given)	8	3	4	-2	4	8	-2	5	4	0
CC(=O)c1ccc(NC(=O)COC(=O)c2ccccc2N=Nc2ccc(N(C)C)cc2)cc1	2	22*	4	8	3	-4	-9	-8	0	10
Cn1c(SCC(=O)Nc2ccc(NC(=O)c3cccs3)cc2)nnc1-c1ccncc1	14	6	5	-3	-5	-10	-8	4	4	1
CC(C)c1ccc(C(C(C(=O)c2ccccc2)N2CCOCC2)N2CCOCC2)cc1 (stereo not given)	-1	-19	-9	-3	-2	2	6	0	-2	5
Cc1c(C(=O)Nc2ccc(OC(F)(F)F)cc2)sc2nc3n(c(=O)c12)CCC3	7	-16	2	0	4	5	5	-15	-1	-8
CN(C)c1ccc(C(=O)OCC(=O)Nc2cccc(S(=O)(=O)N3CCCC3)c2)cc1	7	-5	-10	4	-4	1	-3	7	-10	-5
O=C(Nc1cccc2c1N(C(=O)c1ccco1)CCC2)c1ccco1	12	-7	1	0	-2	5	-2	-3	-2	0
Nc1cccc(C(=O)Nc2ccccc2Cl)c1	4	-12	-8	-1	1	0	0	17	-11	3
O=C(NCCc1ccc(Cl)cc1)c1cc(=O)[nH]c2ccccc12	-8	-15	-8	-6	-2	3	0	3	-7	9
CC(=O)Nc1cccc(OCC(=O)NC(C)c2ccc3ccccc3c2)c1 (stereo not given)	13	-3	-4	-4	4	1	13	4	-3	3
N#Cc1ccc(C(=O)Nc2cc(-c3ccccc3)nn2-c2ccccc2)cc1	18	2	3	-1	-7	-2	0	0	-1	-8
CCCCCCCCC(=O)c1c(OC)oc(C=O)cc1=O	-2	-8	-22	-3	-3	-7	-5	3	-11	-10
Cc1cc(C)c(S(=O)(=O)c2ccccc2)c(=O)[nH]1	-4	-1	-4	-6	5	2	-7	-3	0	-10
COc1cccc(C(C)(O)c2nc(-c3ccc(N(C)C)cc3)cs2)c1 (stereo not given)	2	17	-5	6	-9	2	-5	6	-2	4
CCOC(=O)c1cc[n+](CC(=O)c2ccc(F)cc2)cc1	12	-37	-27	-5	-2	1	-19	7	-24	-8
O=C(NNC(=O)c1ccccc1-n1cccc1)c1cccc(Cl)c1	1	10	5	-3	0	-2	-19	14	-1	-4
CC(C)c1ccc(NC(=O)COC(=O)C2CCCCC2)cc1	10	5	-5	7	0	1	-12	8	3	-4
Cc1ccc(NC(=O)C2CCN(S(=O)(=O)c3cccc(C(F)(F)F)c3)CC2)nc1	-8	-11	-6	-2	10	5	6	5	-1	5
O=C(COC(=O)c1ccc(S(=O)(=O)N2CCOCC2)cc1)NCc1cccs1	4	-11	0	1	4	7	-5	-3	1	-1

Just Tn7 DDE FP, ADAM10 inh and ASAP1 inh (3 entries from above):
Structure	Tn7 DDE FP	ADAM10 inh	ASAP1 inh
CC(C)c1ccc(NC(=O)COC(=O)C2CCCCC2)cc1	0	5	8
CC(=O)Nc1cccc(OCC(=O)NC(C)c2ccc3ccccc3c2)c1 (stereo not given)	4	-3	4
O=C(NCCc1ccc(Cl)cc1)c1cc(=O)[nH]c2ccccc12	-2	-15	3
